Compound activity as filed in PubChem.
LDHA inh – inhibitors of human lactate dehydrogenase A; P00338; purified LDHA, NADH/diaphorase-resazurin fluorescence; hits give low values; activity change, % (values are at about 110 or 230 µM); 0.15% of 480,000 active; AID 1347041; in the data active = activity change below about -30%;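 also: plate controls were DMSO wells for no effect and wells without enzyme for full effect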
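Human LDH5 (2 nM) was incubated with 0.06 mM NADH and 0.2 mM pyruvate for 5 min at room temperature in Tris pH 7.4. Remaining NADH was coupled through diaphorase/resazurin, and resorufin fluorescence was read at 0 and 20 min.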
Starred values were filed as active, the others as inactive. A portion of the library; count on the stated rates, not on these rows.

LDHA inh | canonical_smiles
5 | C=CCOc1ccc2c(c1)CCC1C2CCC2(C)C(=O)CCC12 (stereo not drawn)
-6 | Cc1ccc2oc(C(=O)NCC(c3ccc(C)o3)N3CCCC3)cc(=O)c2c1 (stereo not drawn)
-5 | C(=C\c1ccccc1)/C=N/Nc1nc(Nc2ccccc2)nc(N2CCCCC2)n1
-3 | Cc1cccc(CNc2nc3ccccc3nc2C)c1
4 | CCCCCOc1ccc2c(C)c(CCC(C)C)c(=O)oc2c1
2 | CCOc1cc(C(=O)N2N=C(C)CC2(O)C(F)(F)F)cc(OCC)c1OCC (stereo not drawn)
-3 | CCCN1CCC(NC(=O)c2csc(C)c2CC)CC1
-16 | COc1ccc(NC(=O)c2ccc(NC(=O)C3(C#N)CCCC3)cc2)cc1
2 | NC(=O)C1CCN(c2nccc(-c3ccc4c(c3)OCCCO4)n2)CC1
1 | Cc1nc2ccc(C(=O)NC3CCC(C)CC3)cc2nc1C (stereo not drawn)
-6 | CCNc1c(NC(=O)c2ccccc2OC)c(=O)oc2ccccc12
6 | COc1cc(S(=O)(=O)N2CCCC2)c(OC)cc1Cl
27 | O=C(Cc1ccc(N2CCCC2=O)cc1)N[C@@H](Cc1ccccc1)c1nc2ccccc2[nH]1
-2 | N#Cc1nc(-c2ccc(F)cc2)oc1NCCc1ccccc1
9 | CC(C)c1cc(=O)oc2cc(OCC(=O)NC3(C#N)CCCCC3)ccc12
1 | CCCCOC(=O)c1nc2ccccc2nc1NCc1ccc2c(c1)OCO2
4 | O=C(O)COc1ccc(/C=C2/NC(=O)NC2=O)cc1I
0 | O=C(Cc1n[nH]c(=O)c2ccccc12)N(Cc1ccccc1)c1nc2c(s1)CCCC2
-1 | Cc1cc(C)c(CC(=O)O)c(C)c1
10 | CCc1sc(C(=O)OCC(=O)c2ccc(OC)cc2OC)cc1C

Taken from above.
LDHA inh, O=C(Cc1ccc(N2CCCC2=O)cc1)N[C@@H](Cc1ccccc1)c1nc2ccccc2[nH]1 = 27
LDHA inh, CCNc1c(NC(=O)c2ccccc2OC)c(=O)oc2ccccc12 = -6
LDHA inh, O=C(O)COc1ccc(/C=C2/NC(=O)NC2=O)cc1I = 4
LDHA inh, Cc1ccc2oc(C(=O)NCC(c3ccc(C)o3)N3CCCC3)cc(=O)c2c1 (stereo not drawn) = -6

(cont.)
LDHA inh | canonical_smiles
6 | COc1ccc(C(=O)NC(=S)NCCO)cc1I
-7 | COc1ccc(C)cc1NC(=O)Cn1nc(-c2cccs2)oc1=O
-5 | Cc1cc(C(=O)N2CCNCC2)c2ccccc2n1
3 | FC(F)(F)c1ccccc1CNCc1ccccc1Cl
5 | Clc1ccc(-c2onc3ccc(-c4ccccc4)cc23)cc1
3 | CCOc1ccc(C(=O)Nc2nonc2-c2ccccc2)cc1
-7 | Cc1cccc(CNC(C(=O)O)C(C)C)c1 (stereo not drawn)
2 | O=C(CSc1nnnn1C1CC1)NC(c1ccc(F)cc1)c1cccs1 (stereo not drawn)
2 | Cc1nn(-c2ccccc2)c2sc(C(=O)OCC(=O)Nc3ccc(OC(F)F)cc3)cc12
-5 | O=C(NCCc1ccccc1)c1[nH]c2ccccc2c1Cl
7 | CC1CCN(c2nc3c(c(=O)[nH]c(=O)n3C)n2CCSc2nc3ccccc3[nH]2)CC1
-20 | O=C(/C=C/Nc1ccccc1C(F)(F)F)c1ccc(Br)cc1
-2 | CCCCCNCc1ccccc1F
9 | O=S(Cc1ccc(F)cc1)Cc1cccc(C(F)(F)F)c1 (stereo not drawn)
13 | Cn1c(SCC(=O)N2CCc3ccccc32)nnc1-c1cccc(NC(=O)c2ccccc2F)c1
6 | CC(NC(=O)c1cccs1)C(=O)NCc1ccccn1 (stereo not drawn)
-5 | CC1(C(=O)NCc2ccccc2)CN(S(C)(=O)=O)CC(=O)N1CC(F)(F)F (stereo not drawn)
-2 | COc1cccc(NC(=O)CCS(=O)(=O)c2cc(-c3cc(C)no3)ccc2OC)c1
-2 | FC(F)(F)c1nnc2ccc(Sc3nnc(Cc4ccccc4)n3-c3ccccc3)nn12
0 | CC(C)c1cccc(NC(=O)Cc2n[nH]c(=O)c3ccccc23)c1

3 compounds from above, arranged by the number in LDHA inh, rising:
LDHA inh | canonical_smiles
-5 | Cc1cc(C(=O)N2CCNCC2)c2ccccc2n1
3 | CCOc1ccc(C(=O)Nc2nonc2-c2ccccc2)cc1
9 | O=S(Cc1ccc(F)cc1)Cc1cccc(C(F)(F)F)c1 (stereo not drawn)

(cont.)
LDHA inh | canonical_smiles
10 | COC(=O)c1cc(N)ccc1N1CCOCC1
4 | Cc1cc(C)n(-c2ccc(NC3CCCC3)nn2)n1
-4 | O=C(CN1CCN(c2ccc(C(F)(F)F)cn2)CC1)Nc1nc(-c2ccc(F)c(F)c2)cs1
-1 | N#Cc1cccnc1NCCC12CC3CC(CC(C3)C1)C2
8 | c1ccc(CCCNc2nc(Nc3ccccc3)c3nccnc3n2)cc1
1 | COC(=O)[C@@]1(Cc2ccc(F)cc2)[C@H]2c3cc(C(=O)N4CCCC4)n(CCc4ccc(OC)c(Br)c4)c3C[C@H]2CN1C(=O)c1ccccc1
-3 | COc1nc2ccccc2cc1-c1noc(-c2cccc(C)c2)n1
6 | CCc1ccccc1NC(=O)C(=O)c1c(C)[nH]c2ccccc12
-2 | CC(=O)N1CCN(C(C(=O)O)c2c[nH]c3ccc(C)cc23)CC1 (stereo not drawn)
-23 | CCCNC(=O)c1cc(-c2ccncc2)nc2ccccc12
8 | CCCCCCCOc1ccc(OC(=O)c2ccc(OCCCCCC)cc2)cc1
2 | CCn1c(SCc2noc(-c3ccccc3Cl)n2)nnc1N1CCOCC1
7 | CSCc1ccc(C(=O)NCc2ccco2)cc1
10 | CC(C)c1ccc(C(CNC(=O)c2cc(-c3cccs3)on2)N2CCOCC2)cc1 (stereo not drawn)
3 | C(=N\N=C(c1ccccc1)c1ccccc1)/c1c[nH]c2ccccc12
-6 | Cn1c(=O)c2c(ncn2CC(=O)c2ccc3c(c2)CCC3)n(C)c1=O
0 | c1ccc(-c2nnc(CSc3nc(C4CC4)n(-c4ccccc4)n3)o2)cc1
-4 | O=C1CCC(C(=O)O)CC1
8 | CCOc1cc(C=O)cc(Br)c1OC(=O)c1ccc(OC)cc1
2 | c1ccc2c(c1)CCN2CC1CCNCC1

Structures listed so far that contain an aryl methoxy group (10):
LDHA inh | canonical_smiles
-16 | COc1ccc(NC(=O)c2ccc(NC(=O)C3(C#N)CCCC3)cc2)cc1
-6 | CCNc1c(NC(=O)c2ccccc2OC)c(=O)oc2ccccc12
6 | COc1cc(S(=O)(=O)N2CCCC2)c(OC)cc1Cl
10 | CCc1sc(C(=O)OCC(=O)c2ccc(OC)cc2OC)cc1C
6 | COc1ccc(C(=O)NC(=S)NCCO)cc1I
-7 | COc1ccc(C)cc1NC(=O)Cn1nc(-c2cccs2)oc1=O
-2 | COc1cccc(NC(=O)CCS(=O)(=O)c2cc(-c3cc(C)no3)ccc2OC)c1
1 | COC(=O)[C@@]1(Cc2ccc(F)cc2)[C@H]2c3cc(C(=O)N4CCCC4)n(CCc4ccc(OC)c(Br)c4)c3C[C@H]2CN1C(=O)c1ccccc1
-3 | COc1nc2ccccc2cc1-c1noc(-c2cccc(C)c2)n1
8 | CCOc1cc(C=O)cc(Br)c1OC(=O)c1ccc(OC)cc1

More entries follow.
LDHA inh | canonical_smiles
8 | Cc1ccc2oc(C(=O)Nc3ccccc3Cl)cc(=O)c2c1
0 | COc1ccc(OC)c(NC(=O)CSc2cn[nH]n2)c1
7 | COc1ccc(NC(=O)c2cc(=O)c3cc(C)ccc3o2)cc1
7 | O=C(Cc1cccc2cccnc12)NCC1CC1
2 | CCCCOCCCNC(=O)c1ccc2nc(C)c(C)nc2c1
-6 | O=C(O)CCCC(=O)c1ccc2c(c1)OCCOCCOCCOCCO2
1 | Fc1ccccc1-c1nc(N2CCCC2)c2ccccc2n1
1 | COc1ccc(NC(=O)C(c2ccncc2)n2c(=O)c(-c3ccccc3)nc3ccccc32)cc1 (stereo not drawn)
-1 | CCC(C)NC(=O)COc1ccc2c(C)cc(=O)oc2c1 (stereo not drawn)
7 | COc1ccc(C)cc1NC(C)c1nc(-c2ccco2)no1 (stereo not drawn)
4 | CCCCCCCCCCCCCCCC(=O)Nc1ccccc1
2 | C/C=C/c1cccc(-c2nc(C(=O)N3CCCCC3)cc3c2[C@H](CCO)N(C(=O)NC(C)C)C3)c1
-3 | N#Cc1ccc(CNC(=O)CCc2ccsc2)cc1
2 | CN(C)C(CNC(=O)Cn1cnc2c1c(=O)n(C)c(=O)n2C)c1cccs1 (stereo not drawn)
-2 | Cc1cccc(C(=O)NCC(c2cccs2)c2c[nH]c3ccccc23)n1 (stereo not drawn)
5 | COc1ccccc1C1CC(c2ccccc2NS(C)(=O)=O)=NN1C(=O)c1ccco1 (stereo not drawn)
-9 | CC1c2cc3c(cc2CCN1S(=O)(=O)c1ccc(Cl)c(C(F)(F)F)c1)OCCCO3 (stereo not drawn)
-9 | Cc1ccc(CNC(=O)COC(=O)c2ccc(C3Nc4ccccc4S(=O)(=O)N3)cc2)cc1 (stereo not drawn)
3 | CC1=C(C(=O)Nc2ccc(C)cn2)C(c2ccc(N(C)C)cc2)C2=C(CCCC2=O)N1 (stereo not drawn)
2 | O=C(O)C12CC3CC(C1)CC([N+](=O)[O-])(C3)C2

Going on with the list.
LDHA inh | canonical_smiles
0 | COc1ccc(NC(=O)c2nnc(COCC(=O)NC3CCCCC3)s2)cc1
12 | c1c[nH]c(-c2ccn[nH]2)c1
-1 | CCc1cccc2c(C(=O)C(=O)Nc3ccc4c(c3)OCCO4)c[nH]c12
7 | COc1ccc(C(=O)N2CCCC(C(=O)Nc3cccc(C#N)c3)C2)c2ccccc12 (stereo not drawn)
3 | CN(Cc1ccsc1)C(=O)c1ccc(C#N)cc1
-1 | CS(=O)(=O)N(CC(=O)N1CCc2ccccc2C1)c1ccccc1
0 | CCC(C)NC(=O)Cc1c(C)[nH]c2ccc(F)cc12 (stereo not drawn)
2 | CCCn1nc(C(=O)Nc2ccc(OC)c(OC(F)F)c2)c2ccccc2c1=O
3 | Cc1ccc(NS(=O)(=O)c2c(F)cc(F)cc2Br)cc1C
-7 | COc1cccc(CNC(=O)c2ccc(CS(=O)c3ccccc3Cl)o2)c1 (stereo not drawn)
10 | COc1ccc(-c2ocnc2C(=O)Nc2ccc(F)cc2)cc1
-6 | COc1ccc(Cl)cc1N(CC(=O)N1CCc2ccccc2C1)S(C)(=O)=O
-10 | Cc1nc(-c2cc3ccc(OC(=O)CC(C)C)cc3oc2=O)cs1
-2 | Cc1cc(C)n2c(Nc3ccc4c(c3)OCCO4)c(CCc3ccccc3)nc2n1
1 | CN(C1CCCCC1)S(=O)(=O)c1ccc(C(=O)Nc2ccc(Cl)c3ncsc23)cc1
2 | COc1ccc(NC(=C(C#N)C#N)C(F)(F)Cl)cc1
19 | Cn1nc(C(=O)N2CCCCC2)c2c1-c1ccsc1CC2
1 | N#Cc1cccc(CN2CCCc3ccccc32)c1
1 | CC(=O)NC(=S)Nc1ccc(NC(=O)c2cccc(Cl)c2)cc1
-22 | O=S(=O)(c1ccc(Sc2nnnn2C2CC2)nc1)N1CCCC1

(continued)
LDHA inh | canonical_smiles
0 | CC(=O)Nc1cc(C(=O)NCCSC2CCCC2)ccc1C
0 | CCOC(=O)c1ccc(NC(=O)COC(=O)c2ccc3ccccc3n2)cc1
5 | Cc1ccc(-c2ccc(/C=C/C(=O)c3ccccc3)o2)cc1Cl
7 | CC(=O)c1cccc(NC(=O)CSc2nc(=O)[nH]c3c2CCCC3)c1
11 | N#Cc1c(N)n[nH]c1CCCNC(=O)c1ccc(-c2ccccc2)cc1
7 | O=C(COC(=O)c1cc2ccccc2[nH]1)c1ccc2ccccc2c1
7 | Cc1ccccc1NC(=O)c1cc(C2CC2)nc2ccccc12
-1 | NC(=O)COc1ccc(NC(=O)Cn2ncc3ccccc3c2=O)cc1
1 | Cc1ccc(OCCn2c(CN3CCOCC3)nc3scc(-c4cccs4)c3c2=O)cc1
-9 | Cc1c(Cl)cccc1-n1nnc(C(=O)N(C)c2ccccc2)c1C
7 | O=C(CCCSc1nc2ccccc2s1)Nc1ccc(F)cc1F
-4 | CCc1nc2ccccc2c(C(=O)OCC(=O)NC(C)(C)C)c1C
9 | CCSc1nnc2c(n1)OC(C)N(C(=O)CC)c1ccccc1-2 (stereo not drawn)
-6 | Cc1c(C(=O)N2CCC(C(=O)Nc3ccc4c(c3)OCO4)CC2)oc2ccc(F)cc12
12 | CN(Cc1ccccc1)S(=O)(=O)c1cn(C)c(=O)n(C)c1=O
-6 | O=C(NCCN1CCCCC1)c1ccc(Cn2c(SCc3ccccc3)nc3ccncc32)cc1
6 | CCOc1ccc(-c2nc(Cn3nnc(C(=O)Nc4cccc(Cl)c4)c3N)c(C)o2)cc1OC
5 | Cc1ccc([C@H]2C(C(=O)O)=CCN2S(=O)(=O)c2ccc(C)cc2)cc1
2 | Cc1cccc(Cn2c(Sc3nccc(C)n3)nc3c2c(=O)[nH]c(=O)n3C)c1
-5 | O=C(CN1CCN(c2ccccc2F)CC1)NCCc1c[nH]c2ccccc12

(cont.)
LDHA inh | canonical_smiles
-15 | COc1ccc(C)cc1NC(=O)CNC(=O)CNc1cccc(Cl)c1
2 | Cc1ccc(S(=O)(=O)N2CCC(=O)N([C@H](COCc3cccc(Cl)c3)C(C)C)CC2)cc1
-4 | Cc1cc(=O)oc2cc(OC(C)C(=O)NC3CC(C)(C)NC(C)(C)C3)ccc12 (stereo not drawn)
1 | COc1cccc(NC(=O)CSc2nc3ccccc3c(=O)n2-c2ncn[nH]2)c1
1 | Cc1cccc(C)c1NC(=O)CSc1nnc2[nH]c(=O)c(Cc3ccccc3)nn12
9 | CCOC(=O)c1sc(N)c(C#N)c1CSCc1ccccc1
-14 | O=S(=O)(Nc1nc2ccccc2nc1Nc1ccc(F)c(Cl)c1)c1cccs1
0 | O=C(COc1ccc2nc3n(c(=O)c2c1)CCCCC3)NC1CC1
1 | c1cc(CNCC2CCCO2)cs1 (stereo not drawn)
-2 | COCCN(CCOC)CCOc1cccc(C#N)c1
1 | Cc1nc(N2CCCC2)cc(N2CCN(C(=O)c3ccccc3C(F)(F)F)CC2)n1
-2 | O=C(NC1CCCCC1)C(c1ccncc1)n1c(=O)c(-c2cc3ccccc3[nH]2)nc2ccccc21 (stereo not drawn)
